KOR beta-arrestin-1 – KOR antagonists, beta-arrestin recruitment, cell-based, luminescence, uHTS (AID 1778); KOR beta-arrestin recruitment, luminescence, antagonist mode; higher % means a stronger effect; one-dose inhibition, % at 10 µM; IC50 in µM for titrated hits; 290,000 tested, 0.091% active; also: strong numbers were not always called active
NOD1 inhibition – inhibition of NOD1-driven NF-kB reporter – cell-based, luminescence, uHTS, primary screen (AID 1578). NOD1-driven NF-kB luciferase reporter cells, luminescence; higher % means a stronger effect. inhibition, % at 4 µM; hits with a dose series show EC50 in µM. 290,000 tested, 1% active; in the data active = inhibition mostly above about 36%, no sharp cut-off; inactive = mostly below about 34%;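 also: HEK-293T reporter cells stimulated with the NOD1 agonist gamma-tri-DAP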
NTR1 agonist – agonists of NTR1, primary screen, imaging, U2OS cells, beta-arrestin-GFP, high content (AID 493036); P30989; NTR1-U2OS beta-arrestin-GFP spot imaging, agonist mode; activation, % at 20 µM; 330,000 tested, 0.17% active;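 active = activation at or above 40% of the spot to cytoplasm intensity ratio, with at least 20 cells analyzed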;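 also: 0% = DMSO without peptide and 100% = 100 nM NTR1 peptide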
Target sequence (P30989 whole entry, looked up): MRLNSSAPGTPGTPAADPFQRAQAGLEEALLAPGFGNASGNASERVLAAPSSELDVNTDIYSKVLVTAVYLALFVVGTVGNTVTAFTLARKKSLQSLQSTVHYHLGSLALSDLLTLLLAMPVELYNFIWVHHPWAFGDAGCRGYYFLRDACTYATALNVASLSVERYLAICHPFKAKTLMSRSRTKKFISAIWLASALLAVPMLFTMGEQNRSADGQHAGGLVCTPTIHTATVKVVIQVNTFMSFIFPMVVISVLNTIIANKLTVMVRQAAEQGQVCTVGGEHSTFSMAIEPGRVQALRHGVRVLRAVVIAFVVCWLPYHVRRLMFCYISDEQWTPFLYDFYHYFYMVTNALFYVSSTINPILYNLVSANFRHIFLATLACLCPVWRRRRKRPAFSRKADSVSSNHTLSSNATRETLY
KOR beta-arrestin-2 – KOR agonists, beta-arrestin recruitment, primary screen, cell-based, luminescence, uHTS (AID 1777); KOR beta-arrestin recruitment, luminescence; higher % means a stronger effect; activation, % at 10 µM, or EC50 in µM where a hit was titrated; 280,000 tested, 0.02% active; in the data active = activation above about 50%, passing the limit was not always enough; also: a part of the inactive calls stands beside numbers as strong as those of hits
GPR55 beta-arrestin – GPR55 agonists via beta-arrestin recruitment, primary screen, imaging, U2OS cells, beta-arrestin-GFP redistribution (AID 1961); U2OS GPR55 beta-arrestin-GFP redistribution imaging; higher % means a stronger effect; activation, % at 10 µM, or EC50 in µM where a hit was titrated; 290,000 tested, 0.048% active;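 active = activation above 40% with more than 50 cells counted in the well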;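 also: U2OS osteosarcoma cells stably expressing GPR55 and beta-arrestin-GFP; plate controls were DMSO negative control for no effect and LPI positive control for full effect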
HEK293 NOD2/NF-kB – inhibition of NOD2-driven NF-kB reporter – cell-based, luminescence, uHTS, HEK293 (AID 1566); HEK293 NOD2/NF-kB luciferase reporter, luminescence; higher % means a stronger effect; 290,000 tested, 0.63% active; one-dose inhibition, % at 4 µM; EC50 in µM for titrated hits; also: many of its hits are not listed in these tables
Yfh1-depleted yeast – enhancers of respiration in Yfh1-depleted yeast, dose response, Friedreich's ataxia, plus single-dose screen (AID 1465) | S. cerevisiae Yfh1-off respiration, WST-1 reduction, 72 h; higher fold induction means a stronger effect | fold induction at 50 µM, or EC50 in µM where a hit was titrated | 220,000 tested, 0.074% active;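 active = fold induction of absorbance versus untreated yeast above a set limit, then at least 30% activation at any dose in follow-up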;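 also: activators that raise dye reduction in frataxin-depleted yeast; strong numbers were not always called active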
ER stress rescue – protection against thapsigargin-triggered cell killing – 384-well, CSM14.1, ATP luminescence, primary screen (AID 1222). 190,000 tested, under 10 active. CSM14.1 thapsigargin-induced death rescue, ATP luminescence; higher % means a stronger effect. cellular ATP content (survival), % at 20 µM; hits with a dose series show EC50 in µM;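 active = EC50 below 50 µM in the dose-response confirmation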;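 also: death triggered by thapsigargin at about 15 µM added after 2 h compound pretreatment; cell ATP read after overnight thapsigargin exposure of roughly 18 to 22 hours; normalized against plate controls of thapsigargin alone and 5% DMSO vehicle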
TNAP activators – human TNAP enzyme activators, primary screen, biochemical, luminescent, no phosphate acceptor, uHTS (AID 1001). purified TNAP, luminescent activation assay, no phosphate acceptor; higher activation fold means a stronger effect. 200,000 tested, 0.03% active. activation fold at 20 µM; hits with a dose series show EC50 in µM; in the data active = activation fold from about 3, or a potency from the dose series; inactive = the rest, 99 in 100 with activation fold below about 1.6; also: many of its hits are not listed in these tables
NTR1 agonist cell count 20 µM – second read-out of NTR1 agonist, no call of its own (marks repeat the call); cell count; measured here: cell count, cytotoxicity flag
Numbers without * were called inactive; i = inactive; x = not tested or not shown; [ ] = dose if it differs, or a comment. Rule as the data show it, unless noted: active = inhibition above about 50%; inactive = the rest. Only part of the results is shown. The share of hits here may be higher or lower than overall.

Results follow in this order: KOR beta-arrestin-1 | NOD1 inhibition | NTR1 agonist | NTR1 agonist cell count 20 µM | KOR beta-arrestin-2 | GPR55 beta-arrestin | HEK293 NOD2/NF-kB | Yfh1-depleted yeast | ER stress rescue | TNAP activators
- C=CCn1c(O)c(C(C)=NCc2cc(OC)cc(OC)c2)c(=O)[nH]c1=O
→ 27% | x | -1.6 | 62 | 5.3% | 0.3% | x | i | 0.4% | 1.1
- CN1C[C@@H]2C[C@@H](c3cccn3-c3ccccn3)N3CCC[C@@]23C1=O
→ -14% | -26% | -0.4 | 77 | -5.5% | -0.2% | -2% | i | -0.8% | 1.1
- COc1cccc(NC2=NCCCS2)c1
→ -29%[20 µM] | -8% | 1.3 | 58 | 1.1% | -0.3% | -1% | x | x | x
- CC(C)CNC(=O)c1c(N)n(Cc2ccc3c(c2)OCO3)c2nc3ccccc3nc12
→ -10% | -11% | 0.6 | 90 | 0.5% | 0.1% | -3% | i | 1.4% | 1.2
- COc1ccc(-c2cc(=O)oc3c(C)c(OC(C)C(=O)N4C[C@H]5C[C@@H](C4)c4cccc(=O)n4C5)ccc23)cc1 (stereo not given in full)
→ -13%[20 µM] | 14% | -0.2 | 75 | 3.2% | 0.3% | 27% | x | x | x
- Cn1c(=O)cc(OCCCC(=O)N2CCC3(CC2)OCCO3)c2ccccc21
→ -19% | -12% | -0.9 | 64 | -4.6% | -0.1% | 7% | i | -2.2% | 1.1
- CCN(CC)C(=O)c1ccc(NC(=O)COc2ccc(-c3nn(C)c(=O)c4ccccc34)cc2)cc1
→ -20% | 12% | 1.6 | 43 | 3.0% | -0.3% | 28% | x | x | x
- Cc1cc(=O)[nH]c(SCc2nc3ccccc3c(=O)n2-c2ccccc2C)n1
→ -2% | -29% | 1.0 | 54 | -2.4% | 0.1% | 16% | i | 1.4% | 1.2
- CC1CCC(C)(NS(=O)(=O)OCC(Cl)(Cl)Cl)CC1 (stereo not given)
→ -25%[20 µM] | 12% | 5.3 | 89 | -1.0% | -0.1% | 5% | x | x | x
- CN1CCN(c2nc3ccccn3c(=O)c2C=C2C(=O)N(C)C(=O)N(C)C2=O)CC1
→ -27% | -15% | -0.4 | 38 | -1.8% | 0.9% | 0% | i | 2.3% | 1.1
- O=C1Nc2ccc(Br)cc2C(c2ccccc2Cl)=NC1O (stereo not given)
→ 6% | -40% | -1.9 | 84 | 2.3% | 0.2% | 32% | i | -2.2% | 1.1
- CC(C)C[C@H](NC(=O)[C@@H]1CCCN1C(=O)[C@@H](N)Cc1ccc(O)cc1)C(=O)NCC(N)=O
→ -29% | -15% | 0.5 | 56 | -1.8% | -0.2% | 6% | i | -2.7% | 1.1
- Cc1cccc(N2C(=O)NC(=O)/C(=C\c3ccc4c(c3)CCCN4Cc3ccccc3)C2=O)c1
→ -34% | 21% | 2.2 | 48 | 2.0% | 0.0% | 15% | i | -1.0% | 0.6
- CN1C(=O)C(=Cc2ccc(SC3CCCCC3)o2)C(=O)N(C)C1=O
→ 4% | 5% | 3.5 | 66 | -2.3% | -0.3% | -4% | i | -0.2% | 0.9
- CNC(=O)Oc1ccc2c(c1)C(=O)c1ccccc1CO2
→ -15% | -28% | -1.4 | 50 | -4.5% | -0.2% | -9% | i | -0.5% | 1
- CN(C(=O)Oc1cccc2cccnc12)c1ccccc1
→ -17% | 5% | 1.2 | 60 | 2.2% | 0.6% | -7% | i | -1.3% | 1.1
- COc1cc(/C=C/[N+](=O)[O-])ccc1OC(=O)c1cccnc1
→ -87%[20 µM] | -35% | 35 | 69 | -1.1% | -0.1% | 5% | x | x | x
- CCOC(=O)[C@@H]1[C@H]2COc3ccc(Br)cc3[C@@H]2N2C(=O)N(c3cccc(C)c3)C(=O)[C@]12C
→ 5%[20 µM] | -15% | -2.3 | 86 | -3.6% | 0.0% | 9% | x | x | x
- O=C(c1ccccc1F)c1cn(CC(=O)N2CCCCC2)c2ccccc12
→ 2% | 7% | -0.2 | 57 | -2.7% | -0.2% | 5% | i | -3.4% | 1.1
- CNc1ccc2nc3ccccc3[n+](C)c2c1
→ 9% | 0% | -1.8 | 50 | 4.6% | 0.0% | 55%* | x | x | x

Results follow in this order: KOR beta-arrestin-1 | NOD1 inhibition | NTR1 agonist | NTR1 agonist cell count 20 µM | KOR beta-arrestin-2 | GPR55 beta-arrestin | HEK293 NOD2/NF-kB | Yfh1-depleted yeast | ER stress rescue | TNAP activators
- Cc1cccc(CS(=O)(=O)c2ncc(Cl)c(C(=O)Nc3ccc(F)cc3)n2)c1
→ 16% | 8.4µM* | -1.3 | 53 | -4.7% | -0.1% | x | x | x | x
- CCOP(=O)(C#CC(C)(C)C)C(O)(c1ccccc1)C(F)(F)F (stereo not given)
→ -36% | -8% | 0.6 | 60 | 0.8% | 0.2% | -3% | i | -2.2% | 1
- CC(=O)c1cn(Cc2ccc(C#N)cc2)c2ccccc12
→ -47%[20 µM] | -34% | 2.5 | 80 | x | -0.2% | 12% | i | -0.1% | 1.1
- CC(C)(C)C(=O)Cn1c(NCCCl)nc2ccccc21
→ -14% | -40% | -2.0 | 30 | -1.2% | -0.3% | 3% | i | x | 1
- CCCCP(=O)(O)c1ccccc1
→ 1% | -13% | 0.9 | 58 | 1.8% | -0.2% | 5% | i | 2.0% | 1
- O=C1CN=C(c2ccccc2)c2c(sc3c2CCCC3)N1
→ -43%[20 µM] | 26% | -0.8 | 60 | -2.6% | -0.1% | 0% | x | x | x
- CC12CN3CC(c4ccccc4)(CN(C1)C31CCCCC1)C2=O
→ 18% | -23% | -0.3 | 77 | 1.6% | 0.2% | -17% | i | -2.9% | 1.1
- Cc1ccc(S(=O)(=O)CC(=O)c2cc(C)c(OC(=O)N(C)C)c(C)c2)cc1
→ 6% | -18% | 1.4 | 43 | -11% | -0.3% | 6% | i | -0.8% | 1.2
- CN1C[C@H](CO)C=C2c3cccc4[nH]cc(c34)C[C@H]21
→ -22% | -7% | 0.6 | 74 | -1.6% | -0.2% | -11% | x | -1.1% | 1.1
- CC(=O)C1(c2ccccc2)CCNCC1
→ 24% | -20% | 1.3 | 52 | -3.4% | -0.2% | -3% | i | x | 1
- CC(=O)c1c(O)n(-c2cccc(Cl)c2)c(=O)[nH]c1=O (tested in a mixture with another compound)
→ -29% | 1% | 0.5 | 43 | 3.7% | -0.2% | -4% | i | x | x
- Cc1ccc(C2=NCC(=O)Nc3ccc(Br)cc32)cc1
→ -32%[20 µM] | -7% | 2.3 | 51 | -4.4% | 0.2% | 20% | x | x | x
- O=C1NC(=O)C2(C(=O)N1)C(c1ccc(F)cc1)NC(=S)NC2c1ccc(F)cc1 (stereo not given)
→ 27% | 3% | -1.3 | 78 | -2.7% | -0.1% | 10% | i | -1.0% | 1.1
- COc1cccc(C(=O)C2CCCN(Cc3ccc4nsnc4c3)C2)c1 (stereo not given)
→ -2% | 33% | 1.0 | 47 | x | -0.3% | 7% | i | -1.2% | 1
- COc1cccc(CN2CCNCC2)c1OC
→ -12% | -20% | 1.6 | 63 | 3.1% | -0.2% | 7% | x | x | x
- O=C(Cc1ccccc1)OCC(=O)c1ccccc1
→ -17% | -34% | 1.5 | 62 | 0.9% | -0.1% | 0% | x | x | x
- Cc1ccc(/C=C2\C(=O)NC(=O)N(CCc3ccc(F)cc3)C2=O)o1
→ -162% | 33% | 3.9 | 83 | 5.1% | -0.1% | -20% | i | -0.1% | 1
- C/C(=N\NC(=O)c1ccncc1)c1c(O)n(-c2ccccc2)c(=O)[nH]c1=O
→ 6% | -13% | -1.1 | 62 | -1.8% | 0.2% | 11% | i | x | x
- Cc1ccc(/C=C2/C(=O)NC(=O)N(Cc3ccc(F)cc3)C2=O)o1
→ -134% | 3% | 8.2 | 49 | 6.9% | 0.1% | 4% | x | x | x
- CCOc1ccccc1C(=O)NC1CC2CCCC(C1)N2Cc1ccc(C)cc1 (stereo not given)
→ 4.8µM* | 15% | 1.4 | 53 | -3.3% | -0.1% | 15% | x | x | x

Record cards, from the list above.
Entry for CC12CN3CC(c4ccccc4)(CN(C1)C31CCCCC1)C2=O : KOR beta-arrestin-1 = 18%; NOD1 inhibition = -23%; NTR1 agonist = -0.3; NTR1 agonist cell count 20 µM = 77; KOR beta-arrestin-2 = 1.6%; GPR55 beta-arrestin = 0.2%; HEK293 NOD2/NF-kB = -17%; Yfh1-depleted yeast = i; ER stress rescue = -2.9%; TNAP activators = 1.1
Entry for CN1C[C@H](CO)C=C2c3cccc4[nH]cc(c34)C[C@H]21 : KOR beta-arrestin-1 = -22%; NOD1 inhibition = -7%; NTR1 agonist = 0.6; NTR1 agonist cell count 20 µM = 74; KOR beta-arrestin-2 = -1.6%; GPR55 beta-arrestin = -0.2%; HEK293 NOD2/NF-kB = -11%; Yfh1-depleted yeast = x; ER stress rescue = -1.1%; TNAP activators = 1.1
Entry for Cc1ccc(S(=O)(=O)CC(=O)c2cc(C)c(OC(=O)N(C)C)c(C)c2)cc1 : KOR beta-arrestin-1 = 6%; NOD1 inhibition = -18%; NTR1 agonist = 1.4; NTR1 agonist cell count 20 µM = 43; KOR beta-arrestin-2 = -11%; GPR55 beta-arrestin = -0.3%; HEK293 NOD2/NF-kB = 6%; Yfh1-depleted yeast = i; ER stress rescue = -0.8%; TNAP activators = 1.2

(further entries)
Screens by letter – A = KOR beta-arrestin-1; B = NOD1 inhibition; C = NTR1 agonist; D = NTR1 agonist cell count 20 µM; E = KOR beta-arrestin-2; F = GPR55 beta-arrestin; G = HEK293 NOD2/NF-kB; H = Yfh1-depleted yeast; I = ER stress rescue; J = TNAP activators
smiles: Cc1ccc(CN2C3CCCC2CC(NC(=O)c2ccc(C)cc2)C3)cc1 (stereo not given)
  A = 2.6µM* | B = -21% | C = 0.0 | D = 37 | E = -4.7% | F = 0.2% | G = -16% | H = i | I = -2.0% | J = 1

smiles: CCn1cc(C(=O)N2CCCCC2)c2ccccc21
  A = 9% | B = 18% | C = -0.1 | D = 53 | E = -6.5% | F = 0.2% | G = -6% | H = i | I = 0.9% | J = 1.2

smiles: Cc1cc(OCC(=O)NCC2CCC(C(=O)O)CC2)c2c3c(c(=O)oc2c1)CCC3 (stereo not given)
  A = -14%[20 µM] | B = -4% | C = 1.6 | D = 89 | E = -3.9% | F = -0.1% | G = 18% | H = x | I = x | J = x

smiles: CCCCn1c(O)c(C(CC)=Nc2ccc(OCC)cc2)c(=O)[nH]c1=O
  A = -9% | B = 7% | C = 8.3 | D = 106 | E = 1.3% | F = -0.2% | G = 6% | H = i | I = -0.3% | J = 1

smiles: Cc1cccc2c1N(N=O)CCC2
  A = -3% | B = 11% | C = -0.3 | D = 66 | E = 0.1% | F = -0.4% | G = 4% | H = i | I = 2.7% | J = 1.1

smiles: COc1ccc(C(c2c(O)c3ccccc3oc2=O)c2c(C)n(C)n(-c3ccccc3)c2=O)cc1 (stereo not given)
  A = 19% | B = -25% | C = 6.2 | D = 72 | E = -0.1% | F = 0.2% | G = 10% | H = i | I = -0.8% | J = 1

Assay outcomes (PubChem BioAssay)
